Bioassay records deposited in PubChem by NCI.
All columns: NCI-60 one-dose screen, growth in % after 48 h at 10 µM unless noted; 100 = growth as untreated, 0 = no growth, -100 = all killed.
M14 – M14 melanoma | 6.2% of 80,000 active | AID 1794745
HOP-92 – HOP-92 NSCLC cells | 6.3% of 71,000 active | AID 1794738
A549/ATCC – A549/ATCC NSCLC. 3.7% of 81,000 active
UACC-62 – UACC-62 melanoma; 5.4% of 81,000 active
EKVX – EKVX NSCLC. 3% of 71,000 active
UACC-257 – UACC-257 melanoma; 4.4% of 78,000 active
HOP-62 – HOP-62 NSCLC. 3.9% of 80,000 active. AID 1794735
MALME-3M – MALME-3M melanoma | 5.8% of 78,000 active
* hit, by the source's call; . = not tested or not shown; & = joins results of further samples. How the source made its calls: active means growth percent below 10; inactive means the rest. An unsorted share of the library. About 10% of those tested had a hit in this group.

Molecule,M14,HOP-92,A549/ATCC,UACC-62,EKVX,UACC-257,HOP-62,MALME-3M
Clc1ccc2nc(Nc3cccc(Cc4ccccc4)c3)[nH]c2c1,100,81,95,88,.,105,85,81
O=C(Nc1ccccc1OCC1CCCO1)c1ccc(-c2ccccc2)cc1 (stereo not drawn),96,74,90,79,.,95,96,96
COc1ccc(C(=O)CCC(=O)O)cc1F,113,96,96,104,100,92,96,111
N/C(=N\N=C\c1ccc(Cl)cc1Cl)c1c(N)nc(=S)[nH]c1-c1ccc(Cl)cc1Cl,97,78,102,96,114,106,102,87
O=C(c1ccccc1)N1CCN(C(=O)c2ccccc2)CC1,105,81,98,108,104,101,96,114
c1csc([C@@H]2C[C@@H]3Cc4ccc5ccccc5c4N2O3)c1,100,.,91,80,79,99,112,86
COc1cc(-c2nnc(-c3cccnc3)o2)cc(OC)c1OC,105,94,95,99,97,88,108,103
COc1cc(-c2nn(-c3ccccc3F)cc2CO)ccc1O,101,111,95,102,80,117,82,96
N#Cc1ccccc1NC(=O)Nc1ccc(Cc2ccc(NC(=O)Nc3ccccc3C#N)cc2)cc1,102,.,103,103,.,105,.,95
COc1ccc(NC(=O)COc2ccccc2C2c3sc(=O)[nH]c3SC3C4CC(C5C(=O)N(C(C)C(=O)O)C(=O)C45)C23)cc1 (stereo not drawn),99,100,103,96,104,110,96,99
O=C1/C(=C\c2cnc3ccccc3n2)SC(=S)N1CCc1ccc(O)cc1,99,95,98,96,97,101,103,95
O=c1c2ccccc2nc(-c2ccccc2)n1/N=C/c1ccc2ccccc2c1,57,80,42,36,80,49,56,59
Cc1c(C#N)cccc1NN,101,98,101,100,116,102,107,118
CCOC(=O)C1C(=O)NC(C(=O)OCC)(C(=O)OCC)C1CC (stereo not drawn),110,98,97,98,117,106,109,.
NS(=O)(=O)Oc1ccc(NC(=O)NC23CC4CC(CC(C4)C2)C3)cc1,98,100,106,93,93,96,98,99

The results go on.
Molecule,M14,HOP-92,A549/ATCC,UACC-62,EKVX,UACC-257,HOP-62,MALME-3M
CC1C(c2ccccc2)OCCN1C(=S)Nc1ccc(S(=O)(=O)N2CCCCC2)cc1 (stereo not drawn),94,78,102,89,92,91,109,97
c1ccc(CCn2nnc3c(Nc4ccc(N5CCOCC5)nc4)ncnc32)cc1,84,12,102,91,.,92,105,99
O=C(O)c1c[nH]n2c(=S)ncnc12,134,.,103,109,117,109,106,112
C[C@@H](C[C@H](CC1CC1)c1ccccc1)c1ccc2ccccc2c1,102,102,98,103,101,106,104,97
CCOC(=O)CC1CCN(c2ccc3nnc(Cl)n3n2)CC1,100,108,94,78,93,100,96,105
CC1(O)CC(C)(C)C(C#N)C(=O)N1 (stereo not drawn),112,110,102,110,99,105,100,.
COc1ccc(/C=C/C(=O)c2ccc(-n3cc(CN4CCN(c5cc6c(cc5F)c(=O)c(C(=O)O)cn6C5CC5)CC4)nn3)cc2)cc1OC,28,82,16,54,80,62,39,58
Cc1cc(C)c2c(N)c3cccc(C)c3nc2n1,-35*,-13*,-41*,-46*,3.6*,.,-28*,-23*
CCCN1C2CCC1/C(=C\c1ccc(F)cc1)C1=C2[C@@H](c2ccc(F)cc2)C(C#N)=C(N)O1 (stereo partly drawn),95,81,96,80,88,94,93,97
CCCCCCCC(CCCCC)C(=O)OCC (stereo not drawn),110,95,95,88,98,92,108,103
COc1cc(C2NC(=O)NC(C)=C2C(=O)OC(C)C)ccc1O (stereo not drawn),96,110,110,99,96,121,102,103
OCC(O)COc1ccc(Cl)cc1Cl (stereo not drawn),96,130,73,97,97,80,88,95
O=C(O)C1CCN(c2ncc(-c3ccc4c(c3)OCCCO4)s2)CC1,106,89,92,98,106,102,109,93
CCOC(=O)CC1CSC(N/N=C/c2ccc([N+](=O)[O-])cc2)=N1 (stereo not drawn),107,91,92,100,107,89,101,118
CC1(C)OCC2OC3OC(C)(C)OC3C(OS(C)(=O)=O)C2O1 (stereo not drawn),109,119,89,104,103,94,100,107

The results go on.
Molecule,M14,HOP-92,A549/ATCC,UACC-62,EKVX,UACC-257,HOP-62,MALME-3M
Cc1ccc2c(C(C[N+](=O)[O-])c3ccco3)c(-c3ccccc3)[nH]c2c1 (stereo not drawn),7.3*,40,33,35,40,43,24,47
Cc1cc(C)c(C(=O)/C=C/c2ccccc2)c(C)c1,84,.,78,77,86,79,95,108
ClC1=C2NC=NC2n2c(nnc2-c2ccc(Cl)cc2)N1 (stereo not drawn),102,109,81,92,105,101,99,129
CS(=O)(=O)Nc1ccc(CNC(=O)c2sccc2Nc2ccnc(C(F)(F)F)c2)cc1,103,89,103,105,.,98,130,82
Cn1cnc2c1c(=O)[nH]c(=O)n2C,108&106,88&95,120&103,101&105,91&101,108,102&109,96&99
NC(=O)NCOC(=S)S,92,107,106,106,.,108,103,102
CC(=O)Nc1ncc2c(n1)-c1ccc(C(=O)OC(C)C)n1CCC2,104,87,104,96,94,113,.,109
CC(=O)Nc1ccc(OC(=O)c2ccccc2O)cc1,109,85,102,102,93,111,100,105
CCOC(=O)c1c2c(c(C)n1C)-c1nn(Cc3ccc(Cl)cc3)cc1CC2,.,97,92,68,131,96,107,121
Nc1ccc2c(c1)Cc1cc(F)ccc1-2,93,98,95,95,83,95,74,97
N#Cc1c(-c2c[nH]c3ccccc23)cc(-c2c[nH]c3ccccc23)[nH]c1=O,99,95,99,84,77,103,88,95
CO[C@H]1C[C@H](O[C@H]2[C@H](C)[C@@H](OC3O[C@H](C)C[C@H](N(C)C)[C@H]3O)[C@@H](C)C[C@]3(CO3)C(=O)[C@H](C)[C@@H](O)[C@@H](C)[C@@H](C)OC(=O)[C@@H]2C)O[C@@H](C)[C@@H]1O (stereo partly drawn),101,90,102,103,94,107,109,88
NC(=O)c1cc2c(n1Cc1ccccc1)-c1nc(NC3CCCCC3)ncc1CCC2,84,42,72,64,.,107,89,.
CC(CN(C)C)OC(=O)Nc1ccccc1Cl (stereo not drawn),98,85,95,99,109,101,105,110
O=C(CCc1nnc(COc2ccccc2)o1)c1nc2ccccc2[nH]1,109,67,98,84,93,104,92,103

(list continues)
Molecule,M14,HOP-92,A549/ATCC,UACC-62,EKVX,UACC-257,HOP-62,MALME-3M
C=C(C)[C@@H]1CC=C2c3sc(Nc4cccc(C(F)(F)F)c4)nc3C[C@@H](C)[C@]2(C)C1,92,97,98,87,82,97,103,92
CCCc1ccncc1,.,84,116,98,119,112,101,124
C=CC(C)(O)CC (stereo not drawn),106,82,86,100,114,93,99,89
O=C1/C(=C/c2cccc(OCc3ccccc3Cl)c2)N=C2OCCCN12,95,101,81,79,90,91,99,112
CC1(C)CC(=O)C2=C(C1)N(c1ccc(OC(F)(F)F)cc1)C(N)=C(C#N)C2c1ccccc1Br (stereo not drawn),66,102,55,43,82,69,64,74
C(=C\c1cnc2ccccc2n1)/c1ccc2c(c1)OCO2,101,.,77,81,86,95,106,108
COc1cc2oc(-c3cccc(NC(=O)[C@H](CC(N)=O)NC(=O)OC(C)(C)C)c3)cc(=O)c2c(OC)c1OC,115,75,95,82,99,112,104,107
C/C=C/c1ccc(OCC)c(O)c1,103,96,.,107,102,.,100,95
COC1(CC[C@@H](C)COC2OC(CO)C(O)C(O)C2O)O[C@H]2C[C@H]3[C@@H]4CC=C5C[C@@H](OC6OC(CO)C(OC7OC(C)C(O)C(O)C7O)C(O)C6OC6OC(C)C(O)C(O)C6O)CC[C@]5(C)[C@H]4CC[C@]3(C)[C@H]2[C@@H]1C (stereo partly drawn),.,-62*,-65*,-92*,4.8*,-47*,-83*,-87*
O=C(O)c1ccccc1CO,101,104,83,100,97,92,102,104
COc1ccc2nc(N=Nc3c(O)ccc4ccccc34)sc2c1,1.9*,61,25,7.4*,18,37,30,58
Clc1ccc(Nc2ncnc3c2sc2ncccc23)c(Cl)c1,-26*,22,27,13,.,39,2.0*,58
COC(=O)[C@]1(C)N[C@H](c2cn(-c3ccccc3)nc2-c2ccccc2)[C@@H]2C(=O)N(c3ccc(OC)cc3)C(=O)[C@@H]21,99,.,92,104,117,104,104,101
CCCCOC(=O)c1cccc(C(=O)OCCCC)c1,113,.,96,96,80,102,99,90
CN1CCCNc2c(c(=O)c2=O)NCCCN(C)CCCNc2c(c(=O)c2=O)NCCCN(C)CCCNc2c(c(=O)c2=O)NCCCN(C)CCCNc2c(c(=O)c2=O)NCCCN(C)CCCNc2c(c(=O)c2=O)NCCCN(C)CCCNc2c(c(=O)c2=O)NCCCN(C)CCCNc2c(c(=O)c2=O)NCCC1,61,.,37,44,62,21,49,.

Carrying on.
Molecule,M14,HOP-92,A549/ATCC,UACC-62,EKVX,UACC-257,HOP-62,MALME-3M
CCN1CC(CCN2CCOCC2)C(C(c2ccccc2)c2ccccc2)C1=O (stereo not drawn),108,99,101,95,98,105,.,120
S=c1[nH]cc(Oc2ccc(Cl)cc2Cl)c(=S)[nH]1,120&115,78&108,94&107,95&100,93&124,100&115,98&110,114
COc1cc2c3c(n(CCCNCCO)c(=O)c2cc1OC)-c1nc2c(cc1C3=O)OCO2,24,7.2*,36,1.6*,79,80,0.1*,47
COc1nc2ccc(OCc3ccccc3)cc2cc1-c1nc2c(cnn2-c2ccc(Br)cc2)c(=O)[nH]1,103,95,100,95,106,105,107,102
Cc1cc2c3ccc(C)[n+](C)c3ccc2n1C,93,44,-0.9*,79,20,32,34,47
CCOC(=O)c1c2ncccc2n2c(=O)n(-c3ccc(Cl)cc3)nnc12,81,101,82,47,69,102,72,96
COc1cc(/C=N\NC(=O)CN2CCN(c3cc4c(cc3F)c(=O)c(C(=O)N/N=C/c3ccc(O)c(OC)c3)cn4C3CC3)CC2)ccc1O,80,71,67,53,84,41,73,62
O=[N+]([O-])c1ccc(Oc2cccc3c(Oc4ccc([N+](=O)[O-])cc4[N+](=O)[O-])cccc23)c([N+](=O)[O-])c1,93,62,83,77,78,92,80,105
CCCc1cc(-n2cc(-c3ccc(NS(C)(=O)=O)cc3)cn2)ccn1,80,86,65,65,49,54,83,86
C=C(C)[C@@H]1CC=C2c3sc(-c4ccc(OC)cc4)nc3C[C@@H](C)[C@]2(C)C1,92,45,109,83,96,110,107,96
Cc1cnc(SCc2ccc(F)cc2)nc1N(C)C,112,59,92,89,101,105,100,132
COc1cc(/C=C/c2cc(/C=C/c3ccc(O)c(OC)c3)n(-c3ccc(C(F)(F)F)cc3)c(=O)n2)ccc1O,96,.,60,79,95,43,93,90
CC(=O)Oc1ccccc1C(=O)N(Cc1ccc2c(Cl)cc(Cl)c(O)c2n1)c1ccccc1,51,62,29,29,37,79,37,69
CC(=O)Nc1cccc(Nc2cc(NC(C)=O)ccc2C(=O)NCc2ccc3c(c2)OCO3)c1,106,116,101,98,100,108,92,105
CCn1nc(C#Cc2c(C)ccc3c(Nc4ccc(Cl)cc4)nccc23)c2c(N)ncnc21,5.1*,14,17,-4.2*,37,-9.7*,-0.1*,-41*

Next results follow.
Molecule,M14,HOP-92,A549/ATCC,UACC-62,EKVX,UACC-257,HOP-62,MALME-3M
COc1ccc(C(C)=O)cc1S(=O)(=O)Nc1c(N)nc(SC)[nH]c1=O,95,115,100,97,101,103,110,96
O=C(Nc1cccc(C(F)(F)F)c1)Nc1ccc2oc(=O)ccc2c1,85,.,90,81,78,87,104,94
O=C1CCc2c(sc3[nH]c(=S)n(-c4ccc(OC(F)(F)F)cc4)c(=O)c23)C1,60,-10*,77,11,57,86,53,68
O=C(O)c1sc(C(=O)O)c(-c2ccccc2)c1-c1ccccc1,100&103,74&97,101&93,105&109,.,99&92,104&106,98&113
Nc1ccc2c(c1)[nH]c(=O)c1cc(N)ccc12,108&122,92&121,115&99,108&99,147,120&110,105&109,117&115
COC(=O)C[Se]C(=O)Cc1c(C)n(C(=O)c2ccc(Cl)cc2)c2ccc(OC)cc12,.,53,19,70,15,65,25,46
O=C(Nc1cccc(Cl)c1)Oc1ccc(Cl)cc1Cl,104,100,86,92,.,89,93,80
CC(COC(=O)C(c1ccccc1)C1C=CCCC1)N1CCCC1 (stereo not drawn),108,77,89,85,92,75,106,112
CCOC(=O)c1ncn2c1CN(C)C(=O)c1cc(F)ccc1-2,110,93,105,102,92,101,122,107
COc1ccc(/C=C2\SC(=O)N(/N=C/c3ccc(OC)cc3)C2=O)cc1,99,120,98,90,104,121,112,108
Cc1nc(Nc2ccc(NC(=S)Nc3ccccc3)cc2)c2ccccc2n1,.,115,96,95,96,101,118,100
Nc1ccccc1C1CCCCC1,100,102,105,108,101,110,100,105
